# High-throughput results: PubChem, National Center for Advancing Translational Sciences (NCATS)
# TRb SRC2 PPI = inhibitors of human thyroid hormone receptor beta-SRC2 interaction; Potency, µM (doses to about 106 µM), without a hit: at the top dose activity change, negative = inhibition, hits mostly inhibitors; 280,000 compounds, 0.065% hits; P10828; TRbeta-SRC2 peptide binding, fluorescence polarization; receptor liganded with 1 µM T3;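 note: plate controls were bound peptide for no effect and peptide without receptor for full effect; nearly all actives have a fitted effect of over 50% in size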
# Target sequence (P10828 whole entry, looked up): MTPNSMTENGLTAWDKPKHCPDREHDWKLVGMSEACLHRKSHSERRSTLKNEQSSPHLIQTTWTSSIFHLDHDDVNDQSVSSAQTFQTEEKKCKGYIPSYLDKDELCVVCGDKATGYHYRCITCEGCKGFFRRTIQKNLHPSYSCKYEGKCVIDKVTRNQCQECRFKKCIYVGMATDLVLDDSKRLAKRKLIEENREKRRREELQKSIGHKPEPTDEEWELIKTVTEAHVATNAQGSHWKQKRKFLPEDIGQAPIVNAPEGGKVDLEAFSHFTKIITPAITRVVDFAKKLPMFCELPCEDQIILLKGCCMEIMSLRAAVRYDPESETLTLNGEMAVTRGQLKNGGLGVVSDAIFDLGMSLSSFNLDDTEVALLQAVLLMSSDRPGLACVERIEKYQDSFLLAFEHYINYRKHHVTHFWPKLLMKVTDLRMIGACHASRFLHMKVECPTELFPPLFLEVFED
#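 Human TRb LBD (0.6 uM) plus Texas Red-labeled SRC2 peptide (20 nM), 1uM T3, 5% DMSO, 5 hr at ambient temperature. Decreased polarization (555/632 nm) flags inhibition; data normalized to free and bound peptide controls.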
# L3MBTL1 inh = blocks human L3MBTL1. Q9Y468. AlphaScreen L3MBTL1–H3K9me1 peptide binding. AID 485360. Potency, µM (titrated, usually from 57.1 µM), for the others: at the highest dose activity, negative = inhibition, hits mostly inhibitors. 230,000 compounds, 0.66% hits; note: nearly all actives have a fitted effect of over 60% in size
#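 L3MBTL1 50 nM + b-AHA-H3(1-15)K9me1 75 nM, 30 min RT; compound added, 30 min RT; streptavidin donor/Ni-chelate acceptor beads 10 ug/mL each final, 30 min RT dark; AlphaScreen read.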
# Tau fluor cs = counter-screen for tau fibril formation inhibitors; Potency, µM (highest dose often 57.7 µM), inactives show at the highest dose activity change, negative = decrease; AID 1463; tau K18 P301L Alexa594 fluorescence, heparin fibrillization; 280,000 compounds, 0.93% hits; note: nearly all actives have a fitted effect of over 55% in size
#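 Human K18 P301L tau (15 uM unlabeled plus 0.24 uM Alexa 594-labeled, final) in 100 mM sodium acetate pH 7 was mixed with compound and 20 uM heparin and incubated 6 hr at 37 C.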
# aGal spleen mod = inhibits or activates alpha-galactosidase in human spleen homogenate; AID 2107; Potency, µM (series often up to 80 µM), without a hit: at the highest dose activity change, negative = inhibition, usual class: inhibitors; human spleen homogenate, 4MU-alpha-Gal fluorescence, 40 min; 240,000 compounds, 0.008% hits; P06280;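 note: 0% = enzyme with vehicle and -100% = no enzyme basal signal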
#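 Inhibition or activation of alpha-galactosidase in human spleen homogenate is scored by 4-MU fluorescence after 40 min at 37C, pH 5.0, with 1 mM substrate. AC50s come from concentration-response fitted to the Hill equation.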
# Tau fibril FP = blocks human tau fibril formation measured by polarization. P10636. K18 P301L tau heparin fibrillization, Alexa594 FP, 6 h. Potency, µM (top dose mostly 57.7 µM), without a hit: at the highest dose activity, negative = inhibition, hits mostly inhibitors. 280,000 compounds, 0.39% hits; note: nearly all actives have a fitted effect of over 55% in size
#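 Recombinant K18 P301L […], labeled with Alexa 594 at 0.24 uM over 15 uM unlabeled; heparin inducer 20 uM final; 37 C, 6 hr; FP endpoint.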
# TexasRed fluor = counter-screen for TRb-SRC2 inhibitors: fluorescence interference. TRb/SRC2 Texas Red total fluorescence interference. Potency, µM (series often up to 106 µM), without a hit: at the top dose fluorescence change, negative = quenching. 280,000 compounds, 0.29% hits. AID 1479; active = well fitted curve in either direction with a large enough effect; inconclusive = small, poorly fitted or top-dose-only effect
#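 Human TRβ ligand-binding domain (0.6 uM) and Texas Red SRC2 peptide (20 nM) in Tris buffer with 1 uM T3 and 5% DMSO were incubated with pinned compound for 5 hr at ambient temperature. Total fluorescence was computed as S + 2P (555/632 nm).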
# Tau fibril ThT = blocks human tau fibril formation measured by thioflavin T; P10636; recombinant tau K18 P301L (four-repeat tau fragment), heparin-induced fibrillization, ThT fluorescence; Potency, µM (highest dose often 57.4 µM), inactives show at the highest dose activity, negative = inhibition, actives largely listed as inhibitors; 270,000 compounds, 2.1% hits; note: nearly all actives have a fitted effect of over 55% in size
#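 K18 P301L tau (15 uM + 0.24 uM Alexa 594-tagged), heparin 20 uM, NaOAc pH 7, 6 h 37 C; ThT 30 uM, 1 h RT, ex 450/em 510 nm.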
# ALDH1A1 block = blocks purified human ALDH1A1 activity; Potency, µM (top dose mostly 75.3 µM), inactives show at the top dose activity, negative = inhibition, most hits filed as inhibitors; Purified ALDH1A1, NADH fluorescence, propionaldehyde substrate; AID 1030; 220,000 compounds, 7.3% hits; P00352; active = well fitted inhibition curve with a large enough effect, not every such curve was filed as active; inconclusive = small, poorly fitted or top-dose-only effect, or another doubt; inactive = no such curve, though single readings can be large or run the other way;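 note: plate controls were no enzyme wells and a reference inhibitor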
# Target sequence (P00352 whole entry, looked up): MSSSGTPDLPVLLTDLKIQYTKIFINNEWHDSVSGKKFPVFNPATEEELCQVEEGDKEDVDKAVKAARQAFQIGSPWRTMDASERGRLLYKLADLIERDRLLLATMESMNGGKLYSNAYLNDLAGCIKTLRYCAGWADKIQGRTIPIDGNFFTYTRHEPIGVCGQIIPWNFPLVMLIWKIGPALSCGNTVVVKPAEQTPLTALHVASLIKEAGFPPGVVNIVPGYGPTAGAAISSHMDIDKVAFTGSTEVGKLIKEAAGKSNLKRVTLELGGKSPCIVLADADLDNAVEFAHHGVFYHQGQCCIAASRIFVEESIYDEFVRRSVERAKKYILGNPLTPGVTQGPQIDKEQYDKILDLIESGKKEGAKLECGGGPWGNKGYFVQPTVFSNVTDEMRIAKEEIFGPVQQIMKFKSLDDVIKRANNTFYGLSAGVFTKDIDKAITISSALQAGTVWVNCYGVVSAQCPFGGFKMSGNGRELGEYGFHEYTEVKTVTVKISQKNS
# Active calls of the source: *; ? = inconclusive; / = not tested or not shown; [ ] = remark or other dose. Unless noted, calls come from the whole dose curve; as a rule, active = well fitted curve in the direction sought with a large enough effect; inconclusive = small, poorly fitted or top-dose-only effect, or another doubt; inactive = no such curve, though single readings can be large; an effect the other way counts as inactive or inconclusive. Unless noted, % is set by controls: 0 for no effect and ±100 for the full control effect; potency is the fitted concentration of half-maximal effect.
# The line under a structure holds: TRb SRC2 PPI | L3MBTL1 inh | Tau fluor cs | aGal spleen mod | Tau fibril FP | TexasRed fluor | Tau fibril ThT | ALDH1A1 block
- CC(C)c1cnc2c(c1SCC(=O)c1ccc(Cl)cc1)c(=O)n(C)c(=O)n2C
→ -5% | / | -13% | / | -5% | -2% | -12% | /
- NS(=O)(=O)c1cccc(NC(=O)CN2CCCc3ccccc32)c1
→ 3% | 8% | -10% | -3% | -2% | 1% | -6% | ?
- Cc1ccccc1C(=O)NC(=S)NCC(=O)c1ccccc1
→ -2% | -3% | -9% | 2% | -10% | -5% | -8% | -7%
- Cc1ccc(C(=O)CCNc2cccc(Br)c2)o1
→ 4% | -1% | -29% | 6% | 3% | 5% | -14% | ?
- O=C(NCc1cccnc1)c1cnn2ccccc12
→ -1% | 2% | -3% | -7% | -1% | -1% | -12% | ?
- CCn1c(C(=O)N2CCC(C(=O)NCc3cccs3)CC2)cc2sccc21
→ 5% | / | -7% | -5% | 9% | 3% | -4% | -8%
- O=C(Nc1ncccn1)c1cc(-c2ccc(F)cc2)nc2ccccc12
→ -1% | 2% | -7% | 2% | -10% | 0% | -4% | -4%
- Cc1cc(C)c(C)c(S(=O)(=O)N2CCN(C(=O)c3cc(=O)[nH]c4ccccc34)CC2)c1C
→ -2% | -2% | -10% | -2% | 5% | 0% | -15% | 14µM*
- Cc1nn(-c2nc3ccccc3s2)c(N)c1Sc1ccc(F)cc1
→ -2% | 3% | -15% | -6% | -10% | -6% | -7% | 6%
- Cc1oc(-c2ccccc2)nc1CS(=O)CC(=O)N1CCc2ccccc2C1 (stereo unspecified)
→ -1% | / | -12% | -6% | -5% | 4% | ? | 25µM*
- O=C(CCC1CCCN(C(=O)c2ccc3c(c2)OCO3)C1)N1CCN(c2ccccn2)CC1 (stereo unspecified)
→ 1% | 8% | -4% | 12% | 6% | -6% | -10% | ?
- COc1ccc(N(CC(=O)N2CCCC(C)C2)S(=O)(=O)c2c(C)nn(C)c2C)cc1 (stereo unspecified)
→ 1% | -3% | 4% | -2% | -6% | -6% | 5% | ?
- COc1cccc(NS(=O)(=O)c2ccc3c(c2)CCCN3C(=O)C2CCC2)c1
→ -3% | / | -20% | / | 2% | 0% | -3% | /
- CS(=O)(=O)Nc1ccc(C(=O)NCC2CCCO2)cc1 (stereo unspecified)
→ -3% | -3% | 6% | 1% | -1% | -2% | -3% | 7%
- CCCN1C(=O)/C(=C2\SC(=S)N(c3c(C)n(C)n(-c4ccccc4)c3=O)C2=O)c2ccccc21
→ -8% | / | 8% | -8% | 3% | -8% | / | /
- CC(=O)Nc1ccc(N2C(=O)CSC2c2c(F)cccc2Cl)cc1 (stereo unspecified)
→ 2% | 0% | -8% | -3% | 0% | -5% | -10% | -6%
- Cc1cc(S(=O)(=O)Nc2cccc(-c3ccc(N4CCOCC4)nn3)c2)c(C)cc1Cl
→ 5% | / | ? | / | -19% | -2% | -7% | /
- O=C(O)CC1(CC(=O)Nc2ccc(F)cc2F)CCCCC1
→ 8% | -10% | -11% | 10% | -6% | -1% | -8% | ?
- COc1ccc(OC)c([N+](=O)[O-])c1C(N)=O
→ -7% | ? | -6% | 2% | -1% | -2% | -16% | 1%
- Cc1cccc(N2CCN(C(=O)c3noc4c3COc3ccc(C)cc3-4)CC2C)c1 (stereo unspecified)
→ 9% | -2% | 4% | / | -7% | -8% | 6% | /
- COC(=O)CNC(=O)COC(=O)/C=C/c1ccc(F)cc1
→ 3% | 1% | -2% | 7% | -2% | -1% | -7% | 11%
- C/C(=N\NC(=S)Nc1c(C)cccc1C)c1ccc(OC(F)F)cc1
→ -4% | -11% | -18% | 5% | 1% | -1% | -8% | -2%
- O=C(CCSCc1ccccc1)Nc1ccc2c(c1)OCCO2
→ -7% | -14% | -25% | -2% | 3% | -1% | -11% | ?
- COc1ccc(C(=O)NCC(C)C)c(OC)c1
→ -5% | -6% | -5% | 1% | -5% | -4% | -6% | 3%
- COCCNC(=O)CN(C(=O)CCC(=O)Nc1cc(C)on1)c1ccccc1C
→ 4% | -4% | 4% | -3% | -1% | -3% | 7% | 8%
- O=C(CCn1c(=S)[nH]c2ccccc2c1=O)N1CCOCC1
→ -11% | 3% | 16% | 9% | -4% | -7% | 17% | 2%
- COc1cc(-c2n[nH]c(=S)n2/N=C/c2cccn2C)cc(OC)c1OC
→ -6% | / | -16% | 2% | -1% | -7% | -9% | /
- CCOC(=O)C(=NCCCN(C)C)NNc1ccc(Br)cc1
→ -2% | 4% | -8% | 7% | -11% | -1% | ? | ?
- O=C(NCC1CCCN(C(=O)CN2CCCCC2)C1)c1ccccc1Cl (stereo unspecified)
→ -2% | 8% | -7% | -1% | -2% | 1% | -5% | /
- O=C(O)c1c2c(nc3ccc(S(=O)(=O)N4CCC(C(=O)NCc5ccc(Cl)cc5)CC4)cc13)CCCC2
→ -4% | / | -3% | / | -6% | 0% | -4% | /

# Carrying on.
smiles	TRb SRC2 PPI	L3MBTL1 inh	Tau fluor cs	aGal spleen mod	Tau fibril FP	TexasRed fluor	Tau fibril ThT	ALDH1A1 block
O=C(Nc1ncccc1Cl)c1ccccc1F	2%	2%	18%	0%	3%	-3%	2%	-1%
CCOC(=O)C1(C)NC(c2ccccc2F)C2C(=O)N(c3cccc(C(C)=O)c3)C(=O)C21 (stereo unspecified)	1%	4%	-2%	11%	2%	-9%	-3%	6%
CCOc1ccccc1NC(=O)C1CCCN1S(=O)(=O)c1ccc2c(c1)C(C)(C)C(=O)N2C (stereo unspecified)	-5%	/	-5%	/	2%	-2%	-1%	/
CCN(CC)S(=O)(=O)c1ccc(NN=C2CCN(C)CC2)c([N+](=O)[O-])c1	-6%	?	-13%	11%	1%	-1%	-16%	-8%
COC(=O)c1cc(Cl)cc(Cl)c1OS(=O)(=O)N(C)C	6%	22%	-4%	1%	5%	0%	-5%	-13%
CCCC(C1=C(O)CC(C)(C)CC1=O)C1C(=O)CC(C)(C)CC1=O (stereo unspecified)	-4%	-6%	-12%	2%	?	-2%	?	22µM*
O=C(NCC1(N2CCOCC2)CCCCC1)c1cccc(S(=O)(=O)N2CCc3ccccc3C2)c1	-2%	3%	-16%	1%	-3%	1%	-3%	3%
CCn1c(C(=O)N2CCCC(C(=O)NCCCc3ccccc3)C2)cc2sccc21 (stereo unspecified)	-8%	19%	14%	2%	2%	-5%	13%	?
COc1cc(C)c(Br)cc1S(=O)(=O)NCc1ccncc1	-6%	-12%[11.4 µM]	-8%	10%	-1%	3%	-8%	-2%
COc1cc(/C=N\NC(=O)c2ccc(=O)[nH]n2)cc(OC)c1OC	3%	1%	-2%	6%	1%	-2%	-11%	-7%
CC1=C(C(N)=O)C(c2ccccn2)n2nc(SCc3ccccc3)nc2N1 (stereo unspecified)	8%	19%[11.4 µM]	-5%	0%	1%	0%	-6%	5%
Cc1nc2scc(-c3cccs3)c2c(=O)n1N	-2%	4%	-5%	-11%	9%	-1%	-10%	6%
COC(=O)c1c(NC(=O)c2ccccc2N(C)S(=O)(=O)c2ccccc2)sc2c1CCCC2	5%	17%	-8%	-5%	0%	0%	1%	?
Cc1cc(C)nc(NS(=O)(=O)c2ccc(N/C=C\C(=O)c3ccc(Cl)cc3)cc2)n1	4%	2%	4%	-4%	1%	-2%	1%	-7%
O=C(c1ccccc1F)N1CCN(c2cccc(C(F)(F)F)c2)CC1	1%	7%	-3%	7%	-3%	-2%	-12%	2%
CCOC(=O)c1c(NC(=S)Nc2ccccc2)sc(C)c1C	-3%	-1%	-19%	2%	-3%	1%	-13%	25µM*

# Of the compounds above, three contain bromine.
smiles	TRb SRC2 PPI	L3MBTL1 inh	Tau fluor cs	aGal spleen mod	Tau fibril FP	TexasRed fluor	Tau fibril ThT	ALDH1A1 block
Cc1ccc(C(=O)CCNc2cccc(Br)c2)o1	4%	-1%	-29%	6%	3%	5%	-14%	?
CCOC(=O)C(=NCCCN(C)C)NNc1ccc(Br)cc1	-2%	4%	-8%	7%	-11%	-1%	?	?
COc1cc(C)c(Br)cc1S(=O)(=O)NCc1ccncc1	-6%	-12%[11.4 µM]	-8%	10%	-1%	3%	-8%	-2%

# Carrying on.
smiles	TRb SRC2 PPI	L3MBTL1 inh	Tau fluor cs	aGal spleen mod	Tau fibril FP	TexasRed fluor	Tau fibril ThT	ALDH1A1 block
COc1ccc(NC(=S)NCCc2c(C)[nH]c3ccc(OC)cc23)cc1	1%	/	?	1%	20%	-2%	?	5%
NC(=O)c1cc2cc(Br)ccc2oc1=NCc1ccccc1	-16%	/	-6%	-13%	-8%	0%	-9%	6%
O=C1NC(=O)/C(=C/c2ccc(OS(=O)(=O)c3ccc(F)cc3F)cc2)N1	-3%	49%[activator]	-25%	5%	3%	-6%	-16%	?
CCn1c(COc2ccccc2)nnc1SCC(=O)Nc1cc(C)ccc1OC	-8%	/	-14%	-5%	-1%	1%	?	9%
CC(C)N=C(Nc1ccccc1)c1cccnc1	-2%	2%	-11%	6%	0%	-4%	-14%	8%
CCN(CC)c1ccc(NC(=S)NCC2CCCO2)cc1 (stereo unspecified)	-3%	-6%[11.4 µM]	-12%	-6%	5%	-3%	-16%	?
COc1ccc(NC(=S)NN2CCOCC2)cc1OC	-3%	7%	3%	-2%	2%	2%	6%	?
CCC(=O)Nc1nc(-c2ccc3c(c2)OCCO3)cs1	3%	3%	-8%	0%	8%	-1%	?	?
Cc1ccc(C)c(NC(=O)CSc2ncc3c(n2)-c2ccccc2N(Cc2ccccc2C)S3(=O)=O)c1	5%	/	-12%	/	-15%	2%	7%	/
N#Cc1ccc(NCC(=O)Nc2ccc3c(c2)OCCO3)cc1	-5%	-3%	-11%	6%	6%	-8%	-20%	13µM*
CCOc1ccc(-c2noc(CSc3nnc(Cc4ccccc4)n3-c3ccc(F)cc3)n2)cc1	5%	/	-14%	/	?	5%	-11%	/
